Screens (PubChem BioAssay)
Integrin act MD: qHTS for Activators of Integrin-Mediated Alleviation for Muscular Dystrophy; alpha7betagal myoblasts, beta-gal FDG fluorescence, 48 h; AID 624291, 2012; hit rate 0.064% among 350,000; Potency, µM (highest dose often 38.3 µM), for inactives: top-dose activation, hits mostly activators;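 also: potency is read from the fitted curve at half-maximal effect; 100% = response of the positive control SU9516; nearly all actives have a fitted effect of over 60% in size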
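Alpha7betagal+/- myoblasts (passage 13) were plated 16-24 hr, then exposed to compounds (1:260 dilution of DMSO stock) for 48 hours at 37C. After MPER lysis, β-galactosidase reporter activity was read as FDG fluorescence (ex 480/em 540) after 30 minutes.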
USP2a inh: qHTS Assay for Inhibitors of Ubiquitin-specific Protease USP2a Using CHOP2 as the Reporter; Ubiquitin carboxyl-terminal hydrolase 2 (Homo sapiens), O75604; USP2 core, Ub-CHOP2 coupled fluorogenic reporter, 485/531; Potency, µM (doses to about 38.3 µM), for the others: at the highest dose activity change, negative = inhibition, usual class: inhibitors; hit rate 0.01% among 330,000; AID 463254, 2010;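 also: potency is read from the fitted curve at half-maximal effect; plate controls were DMSO wells for no effect and full inhibition by NEM control for full effect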
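USP2 core (10nM final) preincubated 30min RT with compound in 20mM Tris-HCl pH 8.0, 2mM CaCl2, 2mM beta-mercaptoethanol, 0.05% CHAPS; 25nM Ub-CHOP2 plus 25nM reporter substrate added, fluorescence (Ex485/Em531) read after 60min.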
Eya2 phos inh: qHTS Assay for Inhibitors of the Phosphatase Activity of Eya2; Protein phosphatase EYA2 (Homo sapiens), O00167; recombinant Eya2, OMFP fluorescence dephosphorylation (OMFP is methylfluorescein phosphate); Potency, µM (doses to about 76.9 µM), for the others: at the top dose activity, negative = inhibition, most hits filed as inhibitors; hit rate 0.006% among 330,000; also: potency is read from the fitted curve at half-maximal effect; % is scaled to controls: 0 for no effect and ±100 for the full control effect
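Eya2 protein (added as 0.2 uM solution) was preincubated with compound for 10 min at ambient temperature in 50 mM HEPES pH 7.5, 50 mM NaCl, 5 uM MgCl2, 0.05% BSA, 1 mM DTT. OMFP (added at 50 uM) then reacted 10 min; fluorescence read at 485/525 nm.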
PTAP TSG101 blk: qHTS Assay for Iinhibitors of HIV-1 Budding by Blocking the Interaction of PTAP/TSG101; Tumor susceptibility gene 101 protein (Homo sapiens), Q99816; AID 493005, 2010; 340,000 tested, under 10 active; Fluorescence polarization, FITC-PTAP peptide / Tsg101 binding; Potency, µM (series often up to 115 µM), for inactives: at the highest dose activity change, negative = inhibition, most hits filed as inhibitors; active = well fitted inhibition curve with a large enough effect in the main read-out, with a control signal flat, not every such curve was filed as active; inconclusive = small, poorly fitted or top-dose-only effect, or effect the other way, or a change in a side signal; inactive = no such curve, though single readings can be large or run the other way; also: potency is read from the fitted curve at half-maximal effect; % of control where 0% means no effect
Target sequence (Q99816 whole entry, looked up): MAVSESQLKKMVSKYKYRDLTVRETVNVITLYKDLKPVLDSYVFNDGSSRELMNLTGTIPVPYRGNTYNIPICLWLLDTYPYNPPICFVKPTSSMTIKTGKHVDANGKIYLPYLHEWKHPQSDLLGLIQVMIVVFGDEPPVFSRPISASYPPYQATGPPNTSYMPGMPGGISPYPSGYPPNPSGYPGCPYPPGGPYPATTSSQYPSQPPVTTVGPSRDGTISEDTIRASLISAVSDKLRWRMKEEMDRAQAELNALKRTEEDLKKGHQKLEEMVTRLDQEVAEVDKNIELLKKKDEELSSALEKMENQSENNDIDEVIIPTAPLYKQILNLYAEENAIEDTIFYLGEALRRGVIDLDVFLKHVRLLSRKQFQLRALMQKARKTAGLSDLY
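Fluorescence anisotropy tracks displacement of a FITC-tagged PTAP peptide (50 nM) from the Tsg101 binding domain (10 uM), following a 20 min room-temperature incubation at pH 7.5.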
BRCA1 expr up: qHTS Assay to Identify Small Molecule Activators of BRCA1 Expression; MCF7-BRCA1-FFLuc reporter, luminescence, 48 h; response scale: scaled: vehicle 0%, 10 µM genistein 100%; Potency, µM (top dose mostly 46.1 µM), for the others: at the highest dose activation, hits mostly activators; hit rate 1.1% among 380,000; AID 624202, 2012; also: potency is read from the fitted curve at half-maximal effect; nearly all actives have a fitted effect of over 80% in size; some results filed as inactive show a strong effect at the top dose
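MCF7-BRCA1-FFLuc, 2000 cells/well; 2 h attach, 37 °C/5% CO2; compound 48 h; luciferase substrate 15 min; luminescence end-point. Norm. to genistein 10 microM max activation and DMSO; concentration-response curves fitted.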
ELG1 genotoxic: qHTS screen for small molecules that induce genotoxicity in human embryonic kidney (HEK293T) cells expressing luciferase-tagged ELG1. HEK293T ELG1-luciferase reporter, luminescence, 16 h. Potency, µM (top dose mostly 46 µM), inactives show at the highest dose activity change, positive = activation, actives largely listed as activators. hit rate 1.3% among 330,000; also: potency is read from the fitted curve at half-maximal effect; % of control where 0% means no effect; nearly all actives have a fitted effect of over 60% in size
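Luminescence read-out: rising ELG1-luciferase signal, reflecting elevated ELG1 protein under genetic stress, flags genotoxic compounds. Cells were treated for 16 hr at 37 °C before ONE-Glo detection.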
B2AR arrestin: qHTS assay of beta-arrestin-biased ligands of beta2-adrenergic receptor; beta-arrestin recruitment to beta2AR, cell-based reporter; Potency, µM (series often up to 46.1 µM), for inactives: at the highest dose activation, most hits filed as activators; hit rate 0.02% among 330,000; AID 492947, 2010;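 also: potency is read from the fitted curve at half-maximal effect; 0% = DMSO controls and full agonism = EC100 isoproterenol or metaproterenol; nearly all actives have a fitted effect of over 65% in size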
Target sequence (P07550 whole entry, looked up): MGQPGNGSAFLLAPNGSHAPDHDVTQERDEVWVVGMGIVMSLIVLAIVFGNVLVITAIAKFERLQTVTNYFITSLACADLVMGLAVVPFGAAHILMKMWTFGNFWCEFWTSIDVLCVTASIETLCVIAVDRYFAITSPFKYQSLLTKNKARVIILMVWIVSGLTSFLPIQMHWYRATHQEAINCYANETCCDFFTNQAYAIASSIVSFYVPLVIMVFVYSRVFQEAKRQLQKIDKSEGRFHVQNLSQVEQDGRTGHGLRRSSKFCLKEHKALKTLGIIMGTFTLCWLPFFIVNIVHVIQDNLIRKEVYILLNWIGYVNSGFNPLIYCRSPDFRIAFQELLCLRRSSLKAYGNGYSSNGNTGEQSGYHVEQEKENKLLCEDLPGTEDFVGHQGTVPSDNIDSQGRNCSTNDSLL
TRPV1 ag: HTS Assay for Compounds that Act as Agonists of the Vanilloid Receptor 1 | TRPV1-expressing cells, Fluo-8 calcium influx, agonist mode | activation, % at 8.33 µM | hit rate 0.19% among 320,000; in the data active = activation above about 80%; inconclusive = between about 30% and that limit; also: 0% is about no effect
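TRPV1-expressing cells were cultured overnight at 35.5C and loaded with Fluo-8 calcium dye for 40 to 90 min at room temperature. After a 10 s baseline, compound was added and calcium influx was read kinetically for 3 min (ex 480/em 520 nm).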
ASM inhibitor: Inhibitors of Secretory Acid Sphingomyelinase (S-ASM): qHTS. placental ASM, HMU-PC fluorogenic substrate, 60 min. Potency, µM (top dose mostly 57.5 µM), without a hit: top-dose activity change, negative = inhibition, actives largely listed as inhibitors. hit rate 0.006% among 340,000. Sphingomyelin phosphodiesterase (Homo sapiens), P17405; also: potency is read from the fitted curve at half-maximal effect
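Steps: dispense placental human ASM, pin compound, wait 10 min at room temperature, add HMU-PC0 substrate at 9 uM final, incubate 60 min at 37 °C, add stop solution raising pH to 10, read fluorescence.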
p53 reactivator: qHTS assay for re-activators of p53 using a Luc reporter | Potency, µM (titrated, usually from 92.2 µM), without a hit: at the top dose activity change, positive = activation, hits mostly activators | hit rate 0.063% among 320,000 | AID 504706, 2011 | H1299 p53-A138V BP100-luciferase reporter, luminescence, 24 h; also: potency is read from the fitted curve at half-maximal effect; % of control where 0% means no effect; nearly all actives have a fitted effect of over 45% in size
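H1299 (p53-null), stable ts p53-A138V + BP100-Luc; 1000 cells/well, Opti-MEM/10% FBS; cpd 4 pt, 1:5; 24 h, 37 deg C, 5% CO2; detection reagent 10 min RT; luminescence.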
uPA surface inh: qHTS for Inhibitors of Cell Surface uPA Generation; cell surface uPA generation assay, qHTS; Potency, µM (series often up to 38.3 µM), inactives show at the highest dose activity change, negative = inhibition, hits mostly inhibitors; hit rate 0.31% among 330,000; AID 540303, 2011; active = well fitted inhibition curve with a large enough effect; inconclusive = small, poorly fitted or top-dose-only effect; inactive = no such curve, though single readings can be large or run the other way; tested in mouse RAW 264.7 cells; also: potency is read from the fitted curve at half-maximal effect; % is scaled to controls: 0 for no effect and ±100 for the full control effect; nearly all actives have a fitted effect of over 55% in size
The depositor's hits bear a star; i = inactive; ? = inconclusive; nt = no result given; & = joins results of further samples; [ ] = dose if it differs, or a comment. Unless noted, calls follow the shape of the dose curve; as a rule, active = well fitted curve in the direction sought with a large enough effect; inconclusive = small, poorly fitted or top-dose-only effect, or another doubt; inactive = no such curve, though single readings can be large; an effect the other way counts as inactive or inconclusive. The list is partial; count on the stated rates, not on these rows.

SMILES	Integrin act MD	USP2a inh	Eya2 phos inh	PTAP TSG101 blk	BRCA1 expr up	ELG1 genotoxic	B2AR arrestin	TRPV1 ag	ASM inhibitor	p53 reactivator	uPA surface inh
O=C(COc1ccc(Cl)cc1)N(c1ccc(Cl)cc1)C1CN2CCC1CC2 (stereo unspecified)	-36%	0%	17%	-1%	-75%	0%	-0.3%	-4	-1%	4%	-9%
CCCCn1c(O)c(C(CC)=NC(C)c2ccccc2)c(=O)[nH]c1=O (stereo unspecified)	-8%	-1%	9%	-3%	nt	-11%	0.2%	25	-8%	-2%	nt
COc1cc(/C=N/NC(=O)CN2CC(c3ccccc3)CC2=O)ccc1OC(=O)N(C)C (stereo unspecified)	3%	0%	-30%	1%	0%	2%	-0.3%	nt	6%	8%	2%
CC(N)Cc1c[nH]c2ccc(Cl)cc12 (stereo unspecified)	-53%[inhibitor]	nt	nt	0%	-1%	nt	nt	nt	-1%	nt	8%
Cc1cc(S(=O)(=O)NCC(C)C)ccc1OCC(=O)N1CCN(Cc2ccccc2)CC1	-19%	-1%	-4%	0%	-45%	-5%	0.4%	2	5%	-5%	-7%
CSc1ncc(/C=C2/C(=O)NC(=O)N(c3ccc(C(C)C)cc3)C2=O)cn1	-10%	2%	4%	-7%	-4%	1%	0.4%	6	1%	12%	7%
Cn1cccc1CNCCc1ccc(F)cc1	6%[7.66 µM]	2%	3%	-1%	7%	1%	0.5%	1	4%	-1%	0%
CCCC1(CC(C)C)C(=O)NC(=S)NC1=O	2%	nt	nt	1%	-9%	nt	nt	nt	-1%	nt	2%
NP(=O)(OCCCc1ccccc1)Oc1ccccc1 (stereo unspecified)	15%	-1%	-5%	-5%	-8%	1%	-0.9%	1	7%	9%	3%
N#C/C=C/C#N	nt	-1%	22%	1%	4%	3%	-0.5%	2	4%	4%	-1%
CCOC(=O)C(O)(c1ccc(NC(=S)NC(=O)c2ccc(Cl)cc2Cl)c(C)c1)C(F)(F)F (stereo unspecified)	-30%	-1%	-3%	0%	nt	4%	0.3%	1	-5%	?	-4%
O=C(N/N=C/c1c(O)n(-c2cccc3ccccc23)c(=O)[nH]c1=O)c1ccncc1	5%	0%	-15%	-9%	0%	1%	0.1%	25	80%[activator]	-4%	0%
O=c1[nH]oc2c1CCNC2	nt	0%	2%&-20%	-1%	-4%	3%	-0.1%	1	7%	7%	-1%
CC(C)CCCn1c(O)c(/C=C2/C=CC=N2)c(=O)[nH]c1=O	?	0%	-1%	-3%	-64%	3%	0.2%	20	-7%	8%	-6%
COc1ccc(C2C([N+](=O)[O-])=C(N)Oc3c2c(=O)oc2ccccc32)cc1 (stereo unspecified)	nt	-1%	-2%	nt	nt	1%	-0.3%	4	nt	3%	nt
COc1ccc(/C=C/C(=O)c2c(O)n(CCC3=CCCCC3)c(=O)[nH]c2=O)cc1OC	?	?	23%	?	4%	-4%	0.1%	4	-1%	1%	-7%
Cc1c(P(=S)(c2ccccc2)c2ccccc2)[n+]2ccccc2n1C	26%	3%	-3%	-1%	-40%&-32%	-7%&-14%	0.3%	1	-2%	-2%	1%
CC(=O)N(C)c1ccc(OCC(O)CN(c2ccccc2C)S(=O)(=O)c2ccc(C)cc2)cc1 (stereo unspecified)	-7%	-1%	-7%	0%	-33%	-6%	0.8%	14	3%	-3%	?
CN1CCN(c2ccc3c(c2)S(=O)(=O)c2ccccc2C3=O)CC1	-10%	nt	nt	-5%	nt	nt	nt	nt	-6%	nt	-1%
CCN(CC)C(=O)Oc1ccc(OC(=O)N(CC)CC)cc1	-3%	2%	2%	-4%	49%	?	0.2%	0	0%	-5%	5%
COCCCn1c(N)c(C(=O)OCCOC)c2nc3ccccc3nc21	2%	-1%	2%	-4%	2%	14%	-0.2%	0	i	-1%	10%
O=P1(NCCCn2cc[n+](Cc3nc4ccccc4[nH]3)c2)C=C(c2ccccc2)OC(c2ccccc2)=C1	-40%	-2%	-5%	-2%	6%	2%	0.4%	0	-3%	-2%	3%
CCN1C(=O)NC(=O)/C(=C/c2cc(C)n(-c3sc(C)c(C)c3C#N)c2C)C1=O	10%	0%	9%	-7%	21%	11%	0.0%	-5	-6%	8%	8%
CC1(C)CN=C(NCc2ccccc2)S1	-1%	nt	nt	-5%	44%	nt	nt	nt	-4%	nt	-10%

Reprinted at random: 2 compounds from above
SMILES	Integrin act MD	USP2a inh	Eya2 phos inh	PTAP TSG101 blk	BRCA1 expr up	ELG1 genotoxic	B2AR arrestin	TRPV1 ag	ASM inhibitor	p53 reactivator	uPA surface inh
O=c1[nH]oc2c1CCNC2	nt	0%	2%&-20%	-1%	-4%	3%	-0.1%	1	7%	7%	-1%
CCN1C(=O)NC(=O)/C(=C/c2cc(C)n(-c3sc(C)c(C)c3C#N)c2C)C1=O	10%	0%	9%	-7%	21%	11%	0.0%	-5	-6%	8%	8%

Next results:
SMILES	Integrin act MD	USP2a inh	Eya2 phos inh	PTAP TSG101 blk	BRCA1 expr up	ELG1 genotoxic	B2AR arrestin	TRPV1 ag	ASM inhibitor	p53 reactivator	uPA surface inh
Cc1ccc(-n2c(O)c(C=NCc3cccnc3)c(=O)[nH]c2=O)cc1C	4%	3%	4%	3%	-7%	2%	-0.7%	-2	2%	0%	4%
CCOc1ccc(CN2CCCC(C(=O)c3ccccc3OC)C2)cc1 (stereo unspecified)	2%	0%	13%	0%	-11%	-6%	-1.1%	19	-2%	-80%[inhibitor]	-1%
COc1cc(Cn2c(N)c(C(=O)NCc3ccco3)c3nc4ccccc4nc32)cc(OC)c1OC	-56%[inhibitor]	-5%	-33%	-4%	-86%	?	-0.1%	2	i	-17%	nt
COCCOC(=O)c1c(N)n(Cc2ccccc2)c2nc3ccccc3nc12	-8%	0%	9%	-8%	-51%	-11%	-0.1%	0	i	0%	1%
COC1C(O)C(C)OC(OC2C(Oc3cccc4c(O)c5c(=O)oc6ccc(C)c7c(=O)oc(c34)c5c67)OC(C)C(O)C2O)C1O (stereo unspecified)	26%	nt	nt	0%	nt	nt	nt	nt	2%	nt	-4%
Fc1cccc(C2NCCc3[nH]cnc32)c1 (stereo unspecified)	0%	3%	-5%	0%	-11%	0%	-0.2%	-4	4%	7%	0%
CCN(CC)C(=O)c1ccc(NC(=O)c2cccc(C(F)(F)F)c2)cc1	-7%	2%	-24%	-8%	35%	0%	-0.1%	-2	3%	-3%	-1%
CCOC(=O)c1c(NC(=O)c2c(N)n(CCCOC)c3nc4ccccc4nc23)sc2c1CCCC2	-10%	3%	3%	3%	-1%	0%	-1.9%	1	-6%	-3%	7%
O=C(c1cccnc1)c1cc2ccccc2[nH]1	6%	2%	-1%	-1%	1%	8%	7.4%	-2	-1%	20%	-1%
Cc1c(N=Nc2c(O)n(C)c(=O)n(C)c2=O)c(=O)n(-c2ccccc2)n1C	-8%	0%	-8%	-2%	-2%	1%	-0.1%	5	3%	4%	4%
CNC(=S)N/N=C1\C2CN3CCN(C2)CC1(c1ccccc1)C3	-15%	4%	3%	-1%	2%	3%	-0.3%	-2	0%	-6%	-2%

An excerpt of these results, in markdown.
| smiles | Integrin act MD | USP2a inh | Eya2 phos inh | PTAP TSG101 blk | BRCA1 expr up | ELG1 genotoxic | B2AR arrestin | TRPV1 ag | ASM inhibitor | p53 reactivator | uPA surface inh |
| --- | --- | --- | --- | --- | --- | --- | --- | --- | --- | --- | --- |
| COC1C(O)C(C)OC(OC2C(Oc3cccc4c(O)c5c(=O)oc6ccc(C)c7c(=O)oc(c34)c5c67)OC(C)C(O)C2O)C1O (stereo unspecified) | 26% | nt | nt | 0% | nt | nt | nt | nt | 2% | nt | -4% |
| Fc1cccc(C2NCCc3[nH]cnc32)c1 (stereo unspecified) | 0% | 3% | -5% | 0% | -11% | 0% | -0.2% | -4 | 4% | 7% | 0% |
| CCN(CC)C(=O)c1ccc(NC(=O)c2cccc(C(F)(F)F)c2)cc1 | -7% | 2% | -24% | -8% | 35% | 0% | -0.1% | -2 | 3% | -3% | -1% |
